Source: PubChem BioAssay (National Center for Advancing Translational Sciences (NCATS))
B2AR arrestin ag = agonists recruiting beta-arrestin to human beta2-adrenergic receptor. HTLA Tango cells, beta-arrestin recruitment, luciferase luminescence, 18 h. 44,000 tested, under 10 active. Potency, µM (top dose mostly 46.1 µM), inactives show at the highest dose activation, usual class: activators. P07550;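 note: potency is the fitted concentration of half-maximal effect; 0% = DMSO and full agonism = EC100 isoproterenol or metaproterenol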
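Tango cells (recombinant beta2-AR, beta-arrestin, tTA-driven luciferase), 1500/well in DMEM 1% FBS, treated 18 h at 37 °C with compounds up to 46 µM; luciferin mix added, luminescence read after 15 min; %activity curves fitted and curve-classed.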
p53null 39C kill = kills p53 null cells at the nonpermissive temperature | Potency, µM (series often up to 46.1 µM), for inactives: top-dose activity, negative = cell killing, usual class: cytotoxic | H1299 p53-null (neo) cells, 39C, ATPlite viability, 24 h | actives 0.97% (n = 55,000) | AID 904;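 note: potency is the fitted concentration of half-maximal effect; 0% = DMSO only and -100% = full killing by 100 µM tamoxifen; nearly all actives have a fitted effect of over 50% in size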
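Following overnight plating at 37C (600 cells/well), H1299-neo or H1299-p53A138V cells are dosed up to 46 uM. Incubation lasts 24 hr at 39C before ATP detection.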
FH mod = Identification of activators of human fumarate hydratase by quantitative high-throughput screening; actives 0.22% (n = 54,000); Fumarate hydratase, mitochondrial (Homo sapiens), P07954; FH coupled MDH/diaphorase resazurin fluorescence, 15 min; Potency, µM (highest dose often 79.9 µM), without a hit: at the top dose activity change, negative = inhibition, most hits filed as inhibitors; note: potency is the fitted concentration of half-maximal effect; % is set by controls: 0 for no effect and ±100 for the full control effect; the screen sought activators but most active calls are inhibition curves; nearly all actives have a fitted effect of over 45% in size
Target sequence (P07954 whole entry, looked up): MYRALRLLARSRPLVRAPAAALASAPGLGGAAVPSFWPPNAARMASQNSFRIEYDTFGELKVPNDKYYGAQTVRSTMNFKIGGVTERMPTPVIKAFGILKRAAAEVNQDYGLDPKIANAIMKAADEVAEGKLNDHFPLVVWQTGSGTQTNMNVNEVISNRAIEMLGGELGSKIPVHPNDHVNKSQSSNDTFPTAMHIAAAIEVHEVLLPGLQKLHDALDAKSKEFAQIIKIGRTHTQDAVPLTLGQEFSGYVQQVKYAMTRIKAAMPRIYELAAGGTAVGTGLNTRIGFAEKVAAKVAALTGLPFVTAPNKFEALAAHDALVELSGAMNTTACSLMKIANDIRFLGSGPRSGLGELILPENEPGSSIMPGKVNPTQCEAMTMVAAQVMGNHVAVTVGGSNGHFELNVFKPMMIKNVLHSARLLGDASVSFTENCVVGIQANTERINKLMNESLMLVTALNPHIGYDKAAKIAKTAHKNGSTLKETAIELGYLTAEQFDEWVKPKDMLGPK
NTMT1 inh = inhibitors of human N-terminal methyltransferase NTMT1; Q9BV86; Potency, µM (top dose mostly 114 µM), inactives show at the highest dose activity change, negative = inhibition, usual class: inhibitors; actives 2.5% (n = 59,000); NTMT1 MTase-Glo SAH luminescence, purified enzyme;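 note: potency is the fitted concentration of half-maximal effect; plate controls were DMSO vehicle for no effect and no enzyme for full effect; nearly all actives have a fitted effect of over 65% in size; many of its hits are not listed in these tables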
p53null 32C tox = selectivity test: cytotoxicity in p53 null cells, permissive temperature. H1299-neo p53 null cells, ATP luminescence, 24 h, 32C. Potency, µM (top dose mostly 46.1 µM), without a hit: at the highest dose activity change, negative = cytotoxicity, most hits filed as cytotoxic. actives 0.62% (n = 55,000);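 note: potency is the fitted concentration of half-maximal effect; 0% = DMSO only and -100% = full killing by 100 µM tamoxifen; nearly all actives have a fitted effect of over 55% in size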
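Cytotoxicity: H1299-neo (no p53), 32C, 24 h treatment. Concentrations up to 46 uM. Readout cellular ATP, luminescence. Normalization to DMSO basal and tamoxifen 100 uM maximal kill.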
PTAP-TSG101 blk = blocks PTAP binding to human TSG101, validation. Q99816. Fluorescence polarization, FITC-PTAP peptide/Tsg101, 20 min. Potency, µM (doses to about 115 µM), inactives show at the top dose activity change, negative = inhibition, actives largely listed as inhibitors. 44,000 tested, under 10 active; note: potency is the fitted concentration of half-maximal effect; 0% is about no effect
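Fluorescence polarization: Tsg101 binding domain (10 uM final) in 10 mM HEPES pH 7.5, 0.15 M NaCl, 0.01% Tween 20, 3 mM EDTA, 0.1 mM TCEP; compounds pinned; FITC-PTAP peptide 50 nM final; 20 min, r.t.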
GALK inh = inhibitors of human galactokinase (GALK); recombinant GALK, Kinase-Glo ATP luminescence, 1 h; Potency, µM (series often up to 57.5 µM), inactives show top-dose activity, negative = inhibition, most hits filed as inhibitors; 44,000 tested, under 10 active; P51570;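 note: plate controls were full GALK reaction for no effect and reaction lacking GALK for full effect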
Target sequence (P51570 whole entry, looked up): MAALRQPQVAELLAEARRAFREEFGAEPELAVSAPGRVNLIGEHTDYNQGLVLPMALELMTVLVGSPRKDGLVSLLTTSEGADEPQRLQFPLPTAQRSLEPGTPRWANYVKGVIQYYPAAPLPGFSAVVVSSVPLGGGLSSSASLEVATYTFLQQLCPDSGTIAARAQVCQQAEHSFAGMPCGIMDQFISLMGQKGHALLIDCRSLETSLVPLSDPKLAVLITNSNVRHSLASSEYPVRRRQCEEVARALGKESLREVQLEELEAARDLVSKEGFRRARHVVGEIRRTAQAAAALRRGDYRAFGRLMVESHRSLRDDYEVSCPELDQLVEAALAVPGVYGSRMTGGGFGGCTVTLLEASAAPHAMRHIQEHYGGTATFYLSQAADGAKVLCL
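Compounds were pinned into ATP buffer, then GALK-galactose mix was added (final 5 nM enzyme, 35 uM ATP, 100 uM galactose, pH 8.0). After 1 h at room temperature, Kinase-Glo Plus was added and luminescence read.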
Starred values were filed as active, the others as inactive; u = inconclusive; x = no result given; & = joins results of further samples; [ ] = dose if it differs, or a comment. Calls come from the whole dose curve; as a rule, active = well fitted curve in the direction sought with a large enough effect; inconclusive = small, poorly fitted or top-dose-only effect, or another doubt; inactive = no such curve, though single readings can be large; an effect the other way counts as inactive or inconclusive.

1: COc1ccc(C2CC(=O)c3cc(-c4nc(-c5cccc([N+](=O)[O-])c5)cs4)c(=O)n(-c4cc(C)cc(C)c4)c3C2)cc1 (stereo not drawn)
2: Cc1ccc(-n2c(=O)c3ccc(C(=O)NCc4ccco4)cc3n(Cc3ccccc3C#N)c2=O)cc1
3: CCCCN1C(=O)C(NC(=O)c2ccc(C(C)(C)C)cc2)(C(F)(F)F)C(C(=O)OC)=C1C (stereo not drawn)
4: CC1CCCCN1C(=O)CSc1nnc(-c2ccccc2Cl)o1 (stereo not drawn)
5: CC(C)NC(=O)CSc1nc2ccccc2nc1N1CCCCC1
6: NS(=O)(=O)c1ccc(CCNC(=O)CCn2c(=O)c3cccn3c3cccnc32)cc1
Screen / compound no.	1	2	3	4	5	6
B2AR arrestin ag	1%	1%	-1%	-2%	1%	3%
p53null 39C kill	24%	u	x	4%	-6%	-27%
FH mod	-14%	2%	-11%	1%	-1%	-2%
NTMT1 inh	13%	u	21%	-7%	-5%	7%
p53null 32C tox	0%	-3%&-2%	x	-10%	5%	2%
PTAP-TSG101 blk	0%	-3%	1%	-2%	4%	-8%
GALK inh	-4%	-2%	0%	1%	-1%	6%

7: COc1ccccc1Nc1ncc2c(n1)CCN(CC(C)C)C2
8: O=C(Cn1c(=O)nc(-c2ccccc2)c2cc(Cl)ccc21)Nc1ccc(F)c(Cl)c1
9: COc1ccc(-c2oc3ncn4nc(-c5ccc(Cl)cc5)nc4c3c2-c2ccc(OC)cc2)cc1
10: COc1cc(NC(=O)c2cc3ccc4cccnc4c3[nH]2)cc(OC)c1OC
11: CCN(CC)c1nc2c(-c3cccc(Br)c3)nnn2c2ccccc12
12: COc1ccccc1CNC(=O)c1ccc2c(c1)nc(C)n2-c1ccccc1OC
Screen / compound no.	7	8	9	10	11	12
B2AR arrestin ag	0%	-1%	-2%	1%	0%	4%
p53null 39C kill	-14%	-23%	38%[activator]	-19%	-5%	32%[activator]
FH mod	1%	0%	6%	-4%	-12%	-23%
NTMT1 inh	-4%	-4%	14%	-11%	8%	-5%
p53null 32C tox	-28%	8%	13%	-5%	-6%	2%
PTAP-TSG101 blk	-8%	-3%	-5%	-3%	-2%	0%
GALK inh	1%	1%	0%	-1%	7%	-1%

13: CC(CNC(=O)C1CCN(Cc2cc3ccccc3n2Cc2ccccc2)CC1)c1ccccc1 (stereo not drawn)
14: COc1ccc(Br)cc1CNC(=O)c1ccc2c(c1)nc1n2CCC(C)C1 (stereo not drawn)
15: O=C(CCS(=O)(=O)c1nc(-c2cccs2)cc(C(F)(F)F)n1)Nc1ccc(F)c(Cl)c1
16: CCc1ccc(NC(=O)c2cc3nc(-c4ccc(C)cc4)cc(C(F)(F)F)n3n2)cc1
17: COc1ccc(N2CCN(C(=O)c3noc4c3CCCCC4)CC2)cc1
18: O=C(CCC1N=C2c3ccccc3N=C(SCc3ccccc3Cl)N2C1=O)NCc1cccs1 (stereo not drawn)
Screen / compound no.	13	14	15	16	17	18
B2AR arrestin ag	-2%	0%	u	0%	0%	-3%
p53null 39C kill	1%	-1%	u	-11%	11%	-11%
FH mod	-16%	-3%	14%	1%	1%	2%
NTMT1 inh	7%	-1%	6%	14%	-27%	5%
p53null 32C tox	9%	4%	42%[activator]	15%	-4%	2%
PTAP-TSG101 blk	1%	-9%	-3%	-1%	-5%	-3%
GALK inh	0%	-2%	-5%	0%	3%	1%

19: Cc1cc(C)c(NC(=O)C(=O)NCC(c2cccnc2)N2CCN(c3ccccc3F)CC2)c(C)c1 (stereo not drawn)
20: COc1ccc(OC)c(CNC(=O)c2ccc3nc(C(C)C)oc3c2)c1
21: COc1ccc(CNC(=O)c2c(O)nc3cc(C)ccn3c2=O)cc1
22: Cc1ccc(C2NC(=O)c3n[nH]c(-c4cccs4)c32)cc1 (stereo not drawn)
23: COc1ccc(S(=O)(=O)c2cnc3ccc(Cl)cc3c2N2CCCCC2C)cc1 (stereo not drawn)
24: COc1ccc(NC(=O)Cn2c(=O)n(-c3ccccc3)c(=O)c3c4c(sc32)CCCC4)cc1
Screen / compound no.	19	20	21	22	23	24
B2AR arrestin ag	0%	3%	-2%	-1%	1%	-2%
p53null 39C kill	-21%	-17%	9%	4%	56%[activator]	u
FH mod	-10%	-16%	-8%	-7%	u	-11%
NTMT1 inh	-16%	-8%	-2%	-19%	-1%	11%
p53null 32C tox	-25%	-8%	-7%	4%	26%	-13%
PTAP-TSG101 blk	1%	-12%	0%	-7%	0%	0%
GALK inh	-12%	-2%	5%	7%	5%	-3%

25: CN(C)CCCNc1cc(N2CCN(C3CCCCC3)CC2)c2noc3c2c1C(=O)c1ccccc1-3
26: CC1=C(C(=O)Nc2ccc(F)cc2)C(c2ccc(N(C)C)cc2)NC(=O)N1 (stereo not drawn)
27: Cc1c(C2=CCN(S(=O)(=O)c3cccc(Cl)c3)CC2)c2ccccc2n1CC(=O)N1CCCC1
28: CN1CC(=O)N(CC(=O)Nc2ccc(Cl)c(C(F)(F)F)c2)c2ccccc2C1=O
29: CCc1cccc(C)c1NC(=O)CCn1c(=O)c2cccn2c2ccccc21
30: CCn1c(CNC(=O)C23CC4CC(CC(C4)C2)C3)nnc1SCC(=O)Nc1ccc(C)cc1
Screen / compound no.	25	26	27	28	29	30
B2AR arrestin ag	1%	0%	1%	-2%	1%	1%
p53null 39C kill	-28%	6%	-6%	3%	1%	-23%
FH mod	-10%	1%	-3%	-19%	8%	-22%
NTMT1 inh	11µM*	-4%	u	3%	-26%	10%
p53null 32C tox	-17%	-1%	-8%	4%	48%[activator]	-1%
PTAP-TSG101 blk	45%[activator]	0%	2%	-2%	-1%	2%
GALK inh	3%	3%	6%	-2%	2%	9%

Overlap with the part before: 2 entries; new compounds follow.
29: CCc1cccc(C)c1NC(=O)CCn1c(=O)c2cccn2c2ccccc21
30: CCn1c(CNC(=O)C23CC4CC(CC(C4)C2)C3)nnc1SCC(=O)Nc1ccc(C)cc1
31: Cc1cc(C)c2sc(NC(=O)c3ccc(S(=O)(=O)N4CCCC4)cc3)nc2c1
32: Cc1cccc(NC(=O)Nc2nnc(N(C)C3CCCCC3)s2)c1C
33: CCn1cc2nc(SCc3ccccc3)n(Cc3ccc(C)cc3)c(=O)c2n1
34: CCC1CCCCN1CCCNC(=O)c1[nH]c2ccccc2c1Sc1ccc(Cl)cc1 (stereo not drawn)
35: Cc1ccc(NC(=O)C2CCN(S(=O)(=O)c3c(C)noc3C)CC2)c(C)c1
36: Cc1ccc(NC(=O)Cn2cc(C(=O)C3CC3)c3ccccc32)cc1C
Screen / compound no.	29	30	31	32	33	34	35	36
B2AR arrestin ag	1%	1%	0%	-2%	2%	-4%	-2%	-2%
p53null 39C kill	1%	-23%	9%	-9%	79%[activator]	19%	14%	-8%
FH mod	8%	-22%	4%	-2%	u	10%	-5%	2%
NTMT1 inh	-26%	10%	0%	-3%	10%	u	0%	5%
p53null 32C tox	48%[activator]	-1%	-3%	-6%	2%	-10%	-1%	-9%
PTAP-TSG101 blk	-1%	2%	5%	-10%	-5%	2%	0%	0%
GALK inh	2%	9%	0%	2%	-1%	0%	2%	0%

Among those listed so far, four contain a CF3 group.
3: CCCCN1C(=O)C(NC(=O)c2ccc(C(C)(C)C)cc2)(C(F)(F)F)C(C(=O)OC)=C1C (stereo not drawn)
15: O=C(CCS(=O)(=O)c1nc(-c2cccs2)cc(C(F)(F)F)n1)Nc1ccc(F)c(Cl)c1
16: CCc1ccc(NC(=O)c2cc3nc(-c4ccc(C)cc4)cc(C(F)(F)F)n3n2)cc1
28: CN1CC(=O)N(CC(=O)Nc2ccc(Cl)c(C(F)(F)F)c2)c2ccccc2C1=O
Screen / compound no.	3	15	16	28
B2AR arrestin ag	-1%	u	0%	-2%
p53null 39C kill	x	u	-11%	3%
FH mod	-11%	14%	1%	-19%
NTMT1 inh	21%	6%	14%	3%
p53null 32C tox	x	42%[activator]	15%	4%
PTAP-TSG101 blk	1%	-3%	-1%	-2%
GALK inh	0%	-5%	0%	-2%

Next part.
37: O=c1c2cn[nH]c2nc(SCc2c(F)cccc2F)n1-c1ccc(Cl)cc1
38: COc1ccc(-n2c(CC3C(=O)Nc4ccc(C)cc43)nc3ccccc3c2=O)cc1 (stereo not drawn)
39: N#Cc1ccc(OC(=O)c2cc(-c3ccc(Cl)cc3)on2)cc1
40: NCCCCCc1nnc(SCc2ccc(F)cc2)o1
41: O=[N+]([O-])c1cc(-c2nc(-c3ccccc3)no2)ccc1NCc1ccco1
42: CSc1nc(Nc2cccc(C)c2)c(C#N)c(-c2ccccc2)n1
Screen / compound no.	37	38	39	40	41	42
B2AR arrestin ag	14%	-1%	-2%	-1%	-2%	-3%
p53null 39C kill	-13%	-9%	-18%	-20%	1%	-1%
FH mod	-15%	-4%	-5%	4%	3%	3%
NTMT1 inh	1%	2%	4%	-4%	1%	13%
p53null 32C tox	56%[activator]	9%	-18%	9%	7%	2%
PTAP-TSG101 blk	-7%	-5%	-5%	-11%	0%	-2%
GALK inh	-1%	-1%	u	0%	2%	3%

43: CC(=O)N1CCCc2cc(S(=O)(=O)N3CCCC(C(=O)N4CCN(c5cccc(Cl)c5)CC4)C3)ccc21 (stereo not drawn)
44: Cc1oc(-c2ccccc2)nc1CNC(=O)NC1CCCCC1
45: CC(Oc1ccccc1)C(=O)Nc1ccccc1C(=O)OCc1cc(=O)n2nc(C(C)C)sc2n1 (stereo not drawn)
46: COc1ccccc1C(=O)Nc1nnc(SCc2cc(=O)c3ccccc3[nH]2)s1
47: Cc1cc(C(F)F)n2nc(C(=O)Nc3ccc(C(C)C)cc3)nc2n1
48: CCOC(=O)C1CCN(C(=O)c2ccc3c(c2)sc2nc(-c4ccc(C)cc4)cn23)CC1
49: Cc1cccc(C(=O)N2CCc3cc(CNC(=O)c4ccnn4C)ccc32)c1
50: N#Cc1nc(/C=C/c2ccc(F)cc2)oc1N1CCCCCC1
51: CN(CC(=O)Nc1ccc(Cl)cc1F)S(=O)(=O)c1ccc2c(c1)n(C)c(=O)c(=O)n2C
Screen / compound no.	43	44	45	46	47	48	49	50	51
B2AR arrestin ag	-1%	0%	1%	0%	0%	0%	-3%	-2%	-2%
p53null 39C kill	9%	22%	27%	0%	u	20%	21%	-15%	-2%
FH mod	-24%	-1%	-7%	-7%	-3%	u	-12%	-16%	3%
NTMT1 inh	0%	-1%	-7%	u	-20%	1%	14%	4%	u
p53null 32C tox	27%	-4%	54%[activator]	2%	-15%	7%	2%	0%	2%
PTAP-TSG101 blk	1%	-6%	-3%	6%	0%	-1%	-8%	-1%	-1%
GALK inh	-4%	1%	1%	1%	2%	1%	-1%	-12%	-1%

The list is partial, so the mix of outcomes need not match the whole.
